Assay outcomes (PubChem BioAssay)
CCHF vOTU inh: blocks the CCHF virus ovarian tumor domain protease | inhibition, % at 11.5 µM | CCHFV vOTU protease, Pep-AMC fluorescence | AID 651958 | 370,000 compounds, 0.55% hits; in the data active means inhibition above about 30%; further: 0% = vehicle wells with enzyme and 100% = no enzyme wells
PrPC TRFRET: reduces human prion protein on the cell surface. inhibition, % at 13.8 µM. cell surface PrPC, TR-FRET read-out. 370,000 compounds, 0.43% hits. AID 720596. P04156; in the data active means inhibition above about 24%; further: 0% = median of the test wells and 100% = reference compound wells
An asterisk follows results filed as active. Not all compounds are listed; the hit share may differ from the screen's.

A first look:
Sequence of screens: CCHF vOTU inh | PrPC TRFRET
COC(=O)C1=C(C)N(Cc2ccccc2C(F)(F)F)C(=NCc2cccc(C(F)(F)F)c2)NC1c1ccc(F)cc1 (stereo not given)
 : 13 | 3
Cc1ccc(C(=O)NCCN2CCC3(CC2)C(=O)NCN3c2ccccc2)cc1
 : -5 | -5
COC[C@@H]1CCCN1c1cccc2c1S(=O)(=O)N1CC[C@@H](C1)O2
 : 10 | 2
CCCCCCCCN1C(=O)[C@@H](CC(=O)NCc2ccc(C)o2)C[C@@]2(C(=O)OC)C1=C[C@H](C1CCCC1)O[C@@H]2C
 : 30* | 8

The listing, from the start:
Sequence of screens: CCHF vOTU inh | PrPC TRFRET
COC(=O)C1=C(C)N(Cc2ccccc2C(F)(F)F)C(=NCc2cccc(C(F)(F)F)c2)NC1c1ccc(F)cc1 (stereo not given)
 : 13 | 3
Cc1ccc(C(=O)NCCN2CCC3(CC2)C(=O)NCN3c2ccccc2)cc1
 : -5 | -5
COC[C@@H]1CCCN1c1cccc2c1S(=O)(=O)N1CC[C@@H](C1)O2
 : 10 | 2
CCCCCCCCN1C(=O)[C@@H](CC(=O)NCc2ccc(C)o2)C[C@@]2(C(=O)OC)C1=C[C@H](C1CCCC1)O[C@@H]2C
 : 30* | 8
COC(=O)[C@@]12CCCCC=C1N(CCc1ccc(Cl)cc1)C(=O)[C@H]2CC(=O)NCC12CC3CC(CC(C3)C1)C2
 : 9 | -6
CCCc1cc(-c2[nH]ncc2-c2ccc3c(c2)OCCCO3)c(O)cc1OC
 : 23 | 2
COC(=O)C1CCCN(C(=O)C(Cc2ccc3c(c2)OCO3)NC(C)=O)C1 (stereo not given)
 : 9 | 4
COc1cc(/C=N/n2c(-c3cc(-c4ccccc4)n[nH]3)n[nH]c2=S)ccc1OCc1ccccc1
 : 26 | -12
Cc1ccc(-n2c(SCC(=O)Nc3ccc(S(=O)(=O)Nc4nccs4)cc3)nnc2-c2ccccn2)cc1
 : -1 | 2
COCCN1C(=O)C2=C(C1=O)C1N(C)c3ccccc3[C@@]13C[C@@H](CO)N(C(C)=O)C3=N2 (stereo not given in full)
 : 2 | -18
C[C@H](O)[C@@H]1C(=O)N2CCc3c([nH]c4c(-c5ccccc5)cccc34)[C@@H]2C[C@@H]1N(C)C(=O)OCc1ccccc1
 : 26 | -2
C=CCNC(=O)CN(C(=O)c1csc2ccc(Cl)cc12)c1cccc(Br)c1
 : 5 | 5
Cc1cccc(C)c1NC(=O)C1(C)CSCC(=O)N1CC(C)C (stereo not given)
 : 15 | -3
COC(=O)[C@]12C[C@H](CC(=O)NCC34CC5CC(CC(C5)C3)C4)C(=O)N(Cc3ccc4c(c3)OCO4)C1=C[C@H](COCc1ccccc1)O[C@@H]2C
 : 19 | -8
O=C(C1CC1)n1ccc2ccc(-c3ccc4ccn(Cc5ccccc5)c4c3)cc21
 : -10 | -4
COC(=O)C1=C(C)N(C)C(=NCc2cccc(C(F)(F)F)c2)NC1c1cccc(Cl)c1 (stereo not given)
 : 1 | -15
COc1ccc(OC)c(S(=O)(=O)N2CCCC(c3noc(-c4ccc(C)cc4)n3)C2)c1 (stereo not given)
 : 2 | 6
C[C@H](O)[C@@H]1C(=O)N2CCc3c([nH]c4c(-c5ccc6c(c5)OCO6)cccc34)[C@@H]2C[C@@H]1N(C)C(=O)NC1CCCCC1
 : -9 | -12
Cc1ccc(CN2CCCCC(NC(=O)Nc3ccccc3-c3ccccc3)C2=O)cc1 (stereo not given)
 : 14 | 30*
O=S(=O)(CC1NCCc2ccccc21)NCCc1ccccc1 (stereo not given)
 : -2 | -1
O=C(C1CCN(c2ncnc3c2sc2cccc(F)c23)CC1)N1CCN(Cc2ccccc2)CC1
 : 1 | 12
CC(C)(C)OC(=O)NCCc1ccccc1/C=C/S(=O)(=O)NCc1ccc(F)cc1
 : 15 | 4
CCCCCC(=O)NC1CCCCN(Cc2cccc(Cl)c2)C1=O (stereo not given)
 : -4 | 5
CC(=O)c1cc(-c2cnn(Cc3ccccc3)c2)c(=O)n2c1CCC2
 : 9 | 6
COC(=O)C1=C(C)NC(C)=C(C(=O)OC)C(N2C(=O)CCC2=O)C1 (stereo not given)
 : -2 | 4
Cc1ccc2c(c1)N(CCCC(=O)N(C)Cc1ccccc1Cl)C(=O)CO2
 : -2 | -2
CCc1ccc(C2CC3C(CN2S(=O)(=O)c2ccc(C)cc2)C(=O)CC(c2ccc(CC)cc2)N3S(=O)(=O)c2ccc(C)cc2)cc1 (stereo not given)
 : 13 | 2
COc1ccc(N2C(=O)c3ccccc3NC(=O)C2C(=O)NCC(C)C)cc1 (stereo not given)
 : 8 | -7
CC(=NNc1cc(C)c2ccccc2n1)c1ccccn1
 : 2 | -3
CCOC(=O)[C@@]12CCCC=C1N(CCc1ccc(Cl)cc1)C(=O)[C@H]2CC(=O)NCc1ccccc1
 : 12 | -3
C#CCNC(=O)C[C@H]1C[C@@]2(C(=O)OC)C(=C[C@H](C(C)C)O[C@@H]2C2CC2)N(Cc2ccc3c(c2)OCO3)C1=O
 : -1 | 3
COC(=O)C[C@H]1CC[C@@H](NC(=O)C2CC2)[C@@H](CO)O1
 : 4 | -4
O=C(NC1CCCC1)c1nc(-c2ccco2)oc1-c1ccccc1
 : 25 | 1
CC(C)c1[nH]nc2c1C(c1ccc(F)cc1)NC2=O (stereo not given)
 : 18 | -8
CCOC(=O)[C@]12CCCC=C1N(CCCOC)C(=O)[C@@H]2CC(=O)N1CCC(c2ccccc2)CC1
 : 2 | -7
COC(=O)[C@H](CC(C)C)N1Cc2nnn(Cc3ccccc3)c2-c2cc(F)ccc2S1(=O)=O
 : 2 | 8
COc1ccc(CNCC#Cc2ccccc2)c(OC)c1
 : 3 | -10
C=C(C)C#CC(Cc1ccccc1)N(CC1CC1)/C(N)=N/C(=O)OCc1ccccc1 (stereo not given)
 : 10 | 4
CC(C)(C)NC(=O)C1C(c2ccccc2)=Nc2ccccc2N1C(=O)c1ccc(C(F)(F)F)cc1 (stereo not given)
 : 1 | 5
CN(C(=O)c1ccccc1OCC(=O)Nc1ccc(Br)cc1)c1ccccc1
 : 6 | 10

Some of the entries above, set out differently:
C#CCNC(=O)C[C@H]1C[C@@]2(C(=O)OC)C(=C[C@H](C(C)C)O[C@@H]2C2CC2)N(Cc2ccc3c(c2)OCO3)C1=O
  CCHF vOTU inh = -1; PrPC TRFRET = 3

COC(=O)C[C@H]1CC[C@@H](NC(=O)C2CC2)[C@@H](CO)O1
  CCHF vOTU inh = 4; PrPC TRFRET = -4

O=C(NC1CCCC1)c1nc(-c2ccco2)oc1-c1ccccc1
  CCHF vOTU inh = 25; PrPC TRFRET = 1

CC(C)c1[nH]nc2c1C(c1ccc(F)cc1)NC2=O (stereo not given)
  CCHF vOTU inh = 18; PrPC TRFRET = -8

Next part.
Sequence of screens: CCHF vOTU inh | PrPC TRFRET
COc1ccc(S[C@]2(C(=O)N3CCOCC3)CC(=O)N(c3ccc(Cl)cc3)[C@@H]2c2ccc(OC)cc2)cc1
 : 12 | -5
COc1ccc(CN2C(=O)CN(S(C)(=O)=O)CC2(C)C(=O)Nc2ccc3c(c2)OCCO3)cc1OC (stereo not given)
 : 2 | -2
Cc1cccc(C(=O)Nc2nc3ncccn3c2-c2ccc(F)c(F)c2)c1
 : -8 | 1
Cc1[nH]c2ccccc2c1CC(=O)Nc1ccc(Nc2cccnc2)c(-c2ccc(C(C)(C)C)cc2)c1
 : 20 | 7
O=C(N[C@H](Cc1ccccc1)C(=O)NCC1CCCCC1)[C@H]1O[C@@H](n2ccc(=O)[nH]c2=O)[C@H](O)[C@@H]1O
 : -17 | 1
O=C(CN1CCC(NC(=O)NC2CCCC2)CC1)Nc1ccc2c(c1)OCCO2
 : 1 | -1
CCCCNC(=O)C[C@H]1C[C@@]2(C(=O)OC)C(=C[C@H](COCc3ccccc3)O[C@@H]2C)N(CCc2ccc(OC)c(OC)c2)C1=O
 : 2 | -3
CCC(C(=O)NC1CCCC1)n1c(-c2cc3ccccc3[nH]2)nc2ccccc21 (stereo not given)
 : -2 | 9
CCOC(=O)[C@]12CCCC=C1N(CCc1ccc(OC)c(OC)c1)C(=O)[C@H](CC(=O)NCCCCc1ccccc1)C2
 : 15 | 3
O=C(C(=O)N1CCC(c2ccccc2)CC1)c1ccccc1
 : -7 | 8
COc1ccc(N2CCN(C(=O)C(=O)c3ccc(F)cc3)CC2)cc1
 : 9 | 2
CCN(CC)C(=O)CC[C@@H]1CC[C@]2(CCCN(Cc3cccnc3)C2)O1
 : -1 | -5
Cc1cc(C)cc(N(CC(=O)NC2CCC(C)CC2)S(=O)(=O)c2ccc([N+](=O)[O-])cc2)c1 (stereo not given)
 : -4 | -1
COC(=O)[C@H](CC(C)C)N(CCc1cn(Cc2ccc(C)cc2)nn1)S(=O)(=O)c1ccc(F)cc1Br
 : 7 | 1
Cc1ccccc1S(=O)(=O)N1C[C@@H]2C(C(=O)C[C@@H]3C(=O)N(C)C(=O)[C@@H]32)[C@@H]1c1ccc(Cl)cc1 (stereo not given in full)
 : 1 | -2
Cc1ccc(CN2CCCCC(NC(=O)C(C)(C)C)C2=O)cc1 (stereo not given)
 : -5 | 9
COc1ccc2[nH]c3c(c2c1)CCN[C@]31C(=O)Nc2ccccc21
 : -2 | -4
O=C(NCc1ccc(Cl)cc1)C1C2C=CC3(CN(Cc4ccccc4)C(=O)C13)O2 (stereo not given)
 : 1 | 2
c1ccc(-c2nnc3sc(C4CCCCC4)nn23)cc1
 : -4 | 0
COC(=O)[C@]12C[C@H](CC(=O)N3CCOCC3)C(=O)N(CCc3ccc(OC)c(OC)c3)C1=C[C@H](C1CCCC1)O[C@@H]2C
 : 3 | 7

One compound at a time, from the list above. Order of values: CCHF vOTU inh	PrPC TRFRET
`CCC(C(=O)NC1CCCC1)n1c(-c2cc3ccccc3[nH]2)nc2ccccc21` (stereo not given) reads -2	9
`Cc1ccccc1S(=O)(=O)N1C[C@@H]2C(C(=O)C[C@@H]3C(=O)N(C)C(=O)[C@@H]32)[C@@H]1c1ccc(Cl)cc1` (stereo not given in full) reads 1	-2
`CCN(CC)C(=O)CC[C@@H]1CC[C@]2(CCCN(Cc3cccnc3)C2)O1` reads -1	-5
`COC(=O)[C@]12C[C@H](CC(=O)N3CCOCC3)C(=O)N(CCc3ccc(OC)c(OC)c3)C1=C[C@H](C1CCCC1)O[C@@H]2C` reads 3	7
`COc1ccc(S[C@]2(C(=O)N3CCOCC3)CC(=O)N(c3ccc(Cl)cc3)[C@@H]2c2ccc(OC)cc2)cc1` reads 12	-5

(continued)
Sequence of screens: CCHF vOTU inh | PrPC TRFRET
O=S(=O)(c1cccc2cccnc12)N1CCC(c2cn3ccccc3n2)CC1
 : -9 | -6
C#CCNC(=O)C[C@@H]1C(=O)N2CCCC3=C2[C@@]1(C(=O)OC)CCCC3
 : 1 | -4
CCOC(=O)[C@@]12CCCC3=C1N(CCC3)C(=O)[C@H]2CC(=O)NCc1cccs1
 : -1 | -2
Nc1ccc2ccc(N)cc2c1
 : 34* | 1
O=C(NCc1ccccc1)C1C(=O)Nc2ccccc2C(=O)N1Cc1ccccc1 (stereo not given)
 : 7 | -2
COC(=O)C1=C(C)N(CC(C)C)C(=S)NC1c1cccc(F)c1 (stereo not given)
 : 19 | 9
Cc1ccc(-c2nc3c(C)cc(Br)cn3c2Cc2ccccc2C(F)(F)F)cc1
 : 9 | 2
CN(CCc1ccccc1)C(=O)c1cc2ccccn2n1
 : 0 | 9
O=C1Nc2ccccc2-c2nnnn2C1N1CCCC1 (stereo not given)
 : -1 | 2
CC(CCN1CCC(C(O)(c2ccccc2)c2ccccc2)CC1)Oc1cccc(Cl)c1 (stereo not given)
 : 7 | -15
CCn1c2ccccc2c2cc(NC(=O)COC(=O)c3cc(F)cc(F)c3)ccc21
 : -4 | 0
CCCCNC(=O)C[C@@H]1C(=O)N2CCCC3=C2[C@@]1(C(=O)OCC)CCC3
 : 1 | -1
O=C(c1cccc(F)c1)N(Cc1ccccn1)CC1CCCO1 (stereo not given)
 : 1 | -1
OC(c1ccccc1)(c1ccccc1)C1CCN(CCCNc2ccccc2Br)CC1
 : 7 | -13
O=C(NC1CCCCN(Cc2cccc(Cl)c2)C1=O)c1cccc2nsnc12 (stereo not given)
 : 3 | 7
C[C@H](O)[C@@H]1CN2CCc3c([nH]c4cccc(-c5ccccc5)c34)[C@@H]2C[C@@H]1N(C)C(=O)C1CCCCC1
 : 7 | 9
N#Cc1ccc(S(=O)(=O)NCC2CCN(C(=O)C(=O)c3cc4ccccc4o3)CC2)cc1
 : 2 | -4
COc1ccc(-n2c(SCC(=O)NC3CCCC3)nnc2-c2ccncc2)cc1
 : 4 | -7
CCOC(=O)[C@@]12CCCC=C1N(CCc1ccc(Cl)cc1)C(=O)[C@H]2CC(=O)N1CCOCC1
 : 12 | -9
COc1ncc(-c2cc(C(C)=O)c3n(c2=O)CCC3)c(OC)n1
 : -1 | -2
